Source: PubChem
CYP2C19 act – increases human CYP2C19 enzyme activity | activation factor at 5 µM | recombinant CYP2C19, luciferin-H EGE luminescence; active compounds read high; 0 = fully inhibited enzyme, 1 = untreated enzyme | AID 1025 | 96,000 tested, under 10 active;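 active means activation factor of at least 2 at 5 µM in the primary screen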;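 further: 0 = wells with 2.5 mM tranylcypromine and 1 = vehicle-only wells; values of inactives mirror those of a sister screen read the other way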
Target sequence (P33261 whole entry, looked up): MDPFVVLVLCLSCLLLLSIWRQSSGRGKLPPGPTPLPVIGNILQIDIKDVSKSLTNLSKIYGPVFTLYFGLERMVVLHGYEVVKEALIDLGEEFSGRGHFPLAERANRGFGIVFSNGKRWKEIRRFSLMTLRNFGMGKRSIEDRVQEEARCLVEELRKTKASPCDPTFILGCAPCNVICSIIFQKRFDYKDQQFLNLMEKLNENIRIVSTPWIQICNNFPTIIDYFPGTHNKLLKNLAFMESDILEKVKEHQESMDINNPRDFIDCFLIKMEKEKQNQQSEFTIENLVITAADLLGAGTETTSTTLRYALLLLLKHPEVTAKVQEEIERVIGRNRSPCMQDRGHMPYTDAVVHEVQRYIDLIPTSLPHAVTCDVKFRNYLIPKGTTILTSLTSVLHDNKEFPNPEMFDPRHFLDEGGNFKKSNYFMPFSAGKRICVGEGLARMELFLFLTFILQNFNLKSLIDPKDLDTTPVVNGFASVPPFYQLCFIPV
PostGolgi yeast – growth inhibition of a yeast mutant, post-Golgi transport screen; post-Golgi transport phenotypic cell assay; AID 739; 98,000 compounds, 0.9% hits; inhibition, % at 10 µM;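 further: yeast cells grown in 1536-well plates; yeast grown about 18 h at 30C before absorbance read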
DAT uptake mod – modulates human dopamine transporter uptake under cocaine; Q01959; LLC-PK1 hDAT cells, [14C]-dopamine uptake with cocaine IC80; actives deviate in either direction; B-score at 10 µM; 110,000 compounds, 1.3% hits; AID 449768;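 active means Z score or B-score, a plate-position-corrected score, falls beyond the plate's 99.7% confidence bounds, in either direction; inactive means both scores lie inside the 99.7% bounds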;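 further: scored against the spread of the other compound wells on the same plate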
CYP2C19 inhib – blocks human cytochrome P450 2C19. CYP2C19 Supersomes, luciferin-H EGE luminescence, 30 min. 96,000 compounds, 21% hits. inhibition, % at 5 µM;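 active means CYP2C19 inhibition above a set limit at 5 µM in the primary screen, cut at about 50% in these data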;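 further: plate controls were negative control wells for no effect and 2.5 mM tranylcypromine positive control for full effect; values of inactives mirror those of a sister screen read the other way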
S1P2 agonist – S1P2 (human) receptor agonism | S1P2-expressing cell line, agonist reporter read-out | activation, % at 4.5 µM | 97,000 compounds, 0.46% hits | AID 729; in the data active means activation above about 16%;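 further: 0% = vehicle low control and 100% = maximal reference agonist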
Target sequence (O95136 whole entry, looked up): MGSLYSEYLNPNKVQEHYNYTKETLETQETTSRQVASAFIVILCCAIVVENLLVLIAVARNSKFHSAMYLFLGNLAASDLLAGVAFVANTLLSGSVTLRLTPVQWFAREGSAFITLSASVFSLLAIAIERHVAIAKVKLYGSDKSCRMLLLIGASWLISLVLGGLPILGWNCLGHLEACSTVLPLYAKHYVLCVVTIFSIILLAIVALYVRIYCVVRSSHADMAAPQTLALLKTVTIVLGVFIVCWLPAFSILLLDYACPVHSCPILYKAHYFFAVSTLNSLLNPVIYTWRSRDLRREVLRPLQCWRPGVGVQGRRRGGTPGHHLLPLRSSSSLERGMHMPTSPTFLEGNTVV
S1P2 antag – S1P2 (human) receptor antagonism. cell-based S1P2 antagonist assay, inhibition at 5 uM. inhibition, % at 5 µM. O95136. 97,000 compounds, 0.21% hits; in the data active means inhibition above about 45%;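 further: CRE beta-lactamase reporter cells expressing human S1P2 stimulated with S1P; 0% = agonist at EC80 alone and 100% = agonist plus reference antagonist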
sEH activator – soluble epoxide hydrolase (human) activation | P34913 | purified human sEH enzymatic activity, activator screen | activation, % at 2 µM | 91,000 compounds, 0.04% hits; in the data active means activation above about 37%; further: values of inactives mirror those of a sister screen read the other way
PostGolgi ctrl – yeast control strain growth, post-Golgi counter-screen | 98,000 compounds, 5% hits | inhibition, % at 10 µM | efflux-deficient yeast background strain, growth absorbance A615, 16 h
sEH inhibitor – soluble epoxide hydrolase (human) inhibition; 91,000 compounds, 0.34% hits; inhibition, % at 2 µM; AID 707; recombinant human sEH enzymatic activity assay; P34913; in the data active means inhibition above about 80%; further: values of inactives mirror those of a sister screen read the other way; many of its hits are not listed in these tables
* marks the source's active call; other numbers are inactive results; . = not tested or not shown; & = joins results of further samples. Unless noted, no stated cut-off is given here; in the data, active means inhibition above about 30%; inactive means the rest. This is a subset. The share of hits here may be higher or lower than overall.

1) COc1cc(Br)cc(CN2CCN(C)CC2)c1O
2) CC1CCC(NCCc2ccc3c(c2)OCO3)CC1 (centres undefined)
3) CC(=O)Nc1ccc(S(=O)(=O)NC(CC(=O)N2CCC3(CC2)OCCO3)C(C)C)cc1 (centres undefined)
4) O=C(c1ccccc1F)c1cn(CC(=O)N2CCOCC2)c2ccccc12
5) COc1ccc(S(=O)(=O)NCc2ccc(C(=O)N3CCC4(CC3)OCCO4)cc2)cc1
6) CC(C)C(=O)c1cn(Cc2ccc(C#N)cc2)c2ccccc12
7) C=CCN1C(=O)CSc2ccc(C(=O)N3CCC4(CC3)OCCO4)cc21
8) CCOC(=O)C1SC2(C(F)(F)C(F)F)CC1(O)c1c(c(OC)c3occc3c1OC)O2 (centres undefined)
Screen / compound no.	1	2	3	4	5	6	7	8
CYP2C19 act	1	0.5	0.8	0.7	1	.	0.6	0.1
PostGolgi yeast	-39	-2	11	1	-8	.	-7	-2
DAT uptake mod	0.9	0.73	-0.0068	-0.76	0.67	-1.2	-0.19	1
CYP2C19 inhib	2	47	20	30	0	.	43	92*
S1P2 agonist	-6	-2	.	-3	-9	-2	-4	-4
S1P2 antag	16	10	.	3	-7	-13	-24	-16
sEH activator	-8	-20	.	-4	-7	-4	7	8
PostGolgi ctrl	6	0	10	13	7	.	2	34*
sEH inhibitor	9	21	.	2	9	6	-5	-8

Compounds above with sulfur:
3) CC(=O)Nc1ccc(S(=O)(=O)NC(CC(=O)N2CCC3(CC2)OCCO3)C(C)C)cc1 (centres undefined)
5) COc1ccc(S(=O)(=O)NCc2ccc(C(=O)N3CCC4(CC3)OCCO4)cc2)cc1
7) C=CCN1C(=O)CSc2ccc(C(=O)N3CCC4(CC3)OCCO4)cc21
8) CCOC(=O)C1SC2(C(F)(F)C(F)F)CC1(O)c1c(c(OC)c3occc3c1OC)O2 (centres undefined)
Screen / compound no.	3	5	7	8
CYP2C19 act	0.8	1	0.6	0.1
PostGolgi yeast	11	-8	-7	-2
DAT uptake mod	-0.0068	0.67	-0.19	1
CYP2C19 inhib	20	0	43	92*
S1P2 agonist	.	-9	-4	-4
S1P2 antag	.	-7	-24	-16
sEH activator	.	-7	7	8
PostGolgi ctrl	10	7	2	34*
sEH inhibitor	.	9	-5	-8

(continued)
9) CCN(CC)CCN=Cc1c(O)n(Cc2ccccc2)c(=O)[nH]c1=O
10) CCCCNC(=O)c1c(N)n(Cc2ccc3c(c2)OCO3)c2nc3ccccc3nc12
11) CP(=O)(O)CCCN
12) CCN1C(=O)c2ccccc2Sc2ccc(C(=O)N3CCC4(CC3)OCCO4)cc21
13) CCCCc1nc(N2CCNCC2)c(C#N)c2c1CSC(C)(C)C2
14) O=C(c1ccc2nc(-c3ccco3)c(-c3ccco3)nc2c1)N1CCC2(CC1)OCCO2
15) COC(=O)c1cc(C(O)(C(=O)OC)C(F)(F)F)c(/N=C/N(C)C)s1 (centres undefined)
16) Cc1ccc2c(c1)N(CCC(=O)N1CCC3(CC1)OCCO3)C(=O)C(C)O2 (centres undefined)
Screen / compound no.	9	10	11	12	13	14	15	16
CYP2C19 act	1	1.1	0.4	0.9	0.8	0.7	0.2	0.1
PostGolgi yeast	-3	6	-7	9	7	-11	-3	-4
DAT uptake mod	-0.65	0.11	0.0038	.	.	.	-0.51	0.017
CYP2C19 inhib	-3	-5	61*	6	21	31	83*	89*
S1P2 agonist	-2	38*	-10	-3	-2	.	-1	0
S1P2 antag	-13	-36	16	-2	-9	.	-10	-1
sEH activator	7	12	12	.	-4	.	14	5
PostGolgi ctrl	3	2	2	17	14	5	2	5
sEH inhibitor	-11	-13	-8	.	4	.	-14	-4

17) O=C(c1ccco1)c1cn(Cc2ccccc2Cl)c2ccccc12
18) Cn1nc(-c2ccc(OCC(=O)N3CCN(Cc4ccccc4)CC3)cc2)c2ccccc2c1=O
19) CCCCn1c(O)c(C(C)=NCCc2ccccc2)c(=O)[nH]c1=O
20) Cc1cccnc1-n1c(-c2ccccc2)nc2ccccc2c1=O
21) COc1ccc(Cn2c(N)c(C(=O)NCc3ccco3)c3nc4ccccc4nc32)cc1OC
22) CC(C)N(CC(O)c1cccc([N+](=O)[O-])c1)C(C)C (centres undefined)
23) O=C(c1cc(-c2ccc(Cl)cc2)n(-c2ccc(Cl)cc2Cl)n1)N1CCOCC1
24) Clc1ccc2c(c1)C(c1ccccc1Cl)=NCc1nnc(N3CCN(CCSc4ccccc4)CC3)n1-2
Screen / compound no.	17	18	19	20	21	22	23	24
CYP2C19 act	1.3	0.2	0.6	1	0.6	1	0.7	0.9
PostGolgi yeast	0	-8&3	1	8	12	0	6	-2
DAT uptake mod	0.002	-0.014	-0.29	-0.066	.	-0.019	0.14	.
CYP2C19 inhib	-27	80*	38	0	42	4	34	8
S1P2 agonist	1	-2&-9	-9	-3	7	-5	-4	-7
S1P2 antag	-44	11&17	9	3	-21	17	7	9
sEH activator	-2	-12	1	-8	4	12	1	-9
PostGolgi ctrl	17	5&6	31*	5	13	-11	33*	29
sEH inhibitor	2	12	-1	7	-2	-9	-3	10

25) CCCc1[nH]nc2c1C1(C(=O)N(CC(N)=O)c3ccccc31)C(C(=O)OC)=C(N)O2 (centres undefined)
26) Cc1c(/C=N/O)c2ccccc2n1C
27) Cc1cccc(C(=O)NC(Oc2ccccc2)C(Cl)(Cl)Cl)c1 (centres undefined)
28) O=C(CN1CCCC1=O)Nc1ccccc1
29) O=P(OCC(F)(F)C(F)F)(N1CCCCC1)N1CCCCC1
30) O=C(CN1C(=O)CN=C(c2ccccc2Cl)c2cc(Cl)ccc21)NCc1ccco1
31) Cn1c(O)c(C=NC2CC3CCC2(C)C3(C)C)c(=O)[nH]c1=O (centres undefined)
32) CC(=Nc1c(C)n(C)n(-c2ccccc2)c1=O)c1c(O)n(Cc2ccccc2)c(=O)[nH]c1=O
Screen / compound no.	25	26	27	28	29	30	31	32
CYP2C19 act	0.9	.	0.7	1	1.1	0.8	0.8	1.1
PostGolgi yeast	1	.	1	9	6	3	-4	-4
DAT uptake mod	-0.46	-0.59	-0.17	0.71	-0.46	0.44	-0.41	-0.56
CYP2C19 inhib	8	.	30	0	-8	24	16	-6
S1P2 agonist	-4	-2	0	3	-6	-12	-1	-4
S1P2 antag	-1	8	-14	-16	-4	19	3	-4
sEH activator	-4	-5	-6	10	6	3	9	9
PostGolgi ctrl	9	.	8	3	2	31*	1	-6
sEH inhibitor	2	6	5	-7	-9	-3	-9	-9

33) CCS(=O)(=O)N1CCCC(C(=O)N2CCC3(CC2)OCCO3)C1 (centres undefined)
34) CCSc1cc(C2C(C#N)=C(N)Oc3n[nH]c(C)c32)c(C)o1 (centres undefined)
35) COc1ccc(C=C2C(=O)N(C)C(=O)N(C)C2=O)cc1CSc1ccccn1
36) CC(=O)C1C(=O)NC23CCCCC2C1c1ccccc1O3 (centres undefined)
37) Cc1nn(-c2ccccc2)c2c1CC1(C(=O)N(C)C(=O)N(C)C1=O)C1CCCCN21 (centres undefined)
38) CN1C(=O)/C(=C/c2ccc(N3CCCCCC3)o2)C(=O)NC1=S
39) CCn1c(O)c(C=NCc2cccs2)c(=O)[nH]c1=O
40) CCCCOC(=O)C1=C(N)OC2=C(C(=O)CCC2)[C@]12C(=O)Nc1ccccc12
Screen / compound no.	33	34	35	36	37	38	39	40
CYP2C19 act	0.4	0.1	0.4	0.8	1.1	.	1	1
PostGolgi yeast	-3	-6	-5	15	6	.	0	4
DAT uptake mod	-0.82	1.5	0.0054	-1.2	0.63	0.4	0.11	1.3
CYP2C19 inhib	58*	92*	58*	21	-14	.	-4	-4
S1P2 agonist	-6	-5	-12	0	-12	1	-4	-1
S1P2 antag	14	13	17	-4	-1	-27	-4	-3
sEH activator	4	3	7	-4	6	10	24	10
PostGolgi ctrl	9	17	12	4	18	.	13	-4
sEH inhibitor	-2	-5	-4	5	-4	-8	-26	-8

41) Cc1ccnc(-n2c(-c3ccco3)nc3ccccc3c2=O)c1
42) COc1ccc(Cn2c(N)c(C(=O)NCc3ccco3)c3nc4ccccc4nc32)cc1
43) CCCCn1c(O)c(C(C)=NCc2ccc(F)cc2)c(=O)[nH]c1=O
44) COc1ccc(CCN(C)Cc2ccc(F)cc2F)cc1OC
45) Cc1nc2sccc2c(=O)n1-c1ccccc1Cl
46) Cc1ccccc1-n1c(O)c(C=Nc2ccc(N(C)C)cc2)c(=O)[nH]c1=O
47) Nc1ccccc1C(=O)OC1CSC1
48) C/C(=C\c1ccc(N(C)C)cc1)[N+](=O)[O-]
Screen / compound no.	41	42	43	44	45	46	47	48
CYP2C19 act	0.9	0.4	0.8	0.7	0.4	1	1.2	0.8
PostGolgi yeast	7	0	1	7	-3	-12	-1	7
DAT uptake mod	1.6	.	0.013	-0.0055	0.066	0.34	-0.48	.
CYP2C19 inhib	7	59*	23	30	63*	5	-16	18
S1P2 agonist	-5	13	-5	0	-2	0	-6	-4
S1P2 antag	6	-9	12	-9	2	3	-11	24
sEH activator	-6	-4	-10	-7	4	-1	-8	18
PostGolgi ctrl	0	30	11	-6	2	13	29	0
sEH inhibitor	6	5	7	3	-3	1	6	-18

49) N[C@@H](Cc1c[nH]c2ccccc12)c1nnc(SCc2ccccc2)o1
50) COCCCN1CCN(c2nnc3n2-c2sc(Br)cc2C(c2ccccc2Cl)=NC3)CC1
51) COc1ccc(-n2c(O)c(C(C)=NCCN3CCNCC3)c(=O)[nH]c2=O)cc1
52) CCCc1nc2ccccc2c(=O)n1-c1ccccc1OC
53) CC1(C)CC(=O)C(C=NCCN2CCN(C(=O)Cc3ccc(F)cc3)CC2)=C(O)C1
54) CCCCCCn1c(O)c(C=NCCN2CCCCC2)c(=O)[nH]c1=O
55) CCCCn1c(O)c(C(CC)=Nc2ccc(OC)cc2OC)c(=O)[nH]c1=O
56) CCCC(C)C1(CC)C(=O)NC(=Nc2ccccc2)NC1=O (centres undefined)
57) Cc1nc2ncnn2c(C)c1CCC(=O)N1CCC2(CC1)OCCO2
58) O=C1c2ccccc2C(=O)N1Cc1nc2ccccc2c(=O)n1-c1ccc(Br)cn1
Screen / compound no.	49	50	51	52	53	54	55	56	57	58
CYP2C19 act	0.6	0.6	1.1	0.8	1	1.2	0.7	.	1	1.1
PostGolgi yeast	11	-2	10	1	-1	-11	2	.	19	-9
DAT uptake mod	3.2	.	0.75	-0.018	0.46	0.17	-0.2	-2.6	-0.064	0.058
CYP2C19 inhib	43	44	-10	23	0	-18	32	.	3	-7
S1P2 agonist	-4	-3	-5	-2	.	-4	-5	-6	-7	-14
S1P2 antag	2	11	-8	20	.	-6	1	-17	8	2
sEH activator	14	8	-15	-11	.	-7	4	0	12	-12
PostGolgi ctrl	9	14	1	11	2	3	23	.	1	26
sEH inhibitor	-16	-2	17	15	.	7	-2	2	-14	12

Shown with each value named: part of the list above
51. COc1ccc(-n2c(O)c(C(C)=NCCN3CCNCC3)c(=O)[nH]c2=O)cc1
  CYP2C19 act: 1.1 | PostGolgi yeast: 10 | DAT uptake mod: 0.75 | CYP2C19 inhib: -10 | S1P2 agonist: -5 | S1P2 antag: -8 | sEH activator: -15 | PostGolgi ctrl: 1 | sEH inhibitor: 17
52. CCCc1nc2ccccc2c(=O)n1-c1ccccc1OC
  CYP2C19 act: 0.8 | PostGolgi yeast: 1 | DAT uptake mod: -0.018 | CYP2C19 inhib: 23 | S1P2 agonist: -2 | S1P2 antag: 20 | sEH activator: -11 | PostGolgi ctrl: 11 | sEH inhibitor: 15
